High-throughput results from PubChem BioAssay.
ATG4B inh = ATG4B protease inhibitors, primary screen, biochemical, fluorescence, uHTS | ATG4B cleavage of LC3-PLA2, NBD-HPC fluorescence, 1 h | actives 0.51% (n = 340,000) | inhibition, % at 8.33 µM | AID 504462, 2011; in the data active means inhibition above about 40%
MPTP inh = mitochondrial permeability transition pore inhibitors, primary screen, biochemical, isolated mouse mitochondria, absorbance; AID 602449, 2012; actives 1.4% (n = 360,000); Ca2+ swelling absorbance, 30 min; inhibition, % at 10 µM;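 active means inhibition of 50% or more, scaled per plate between neutral and stimulator controls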;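 further: 0% = DMSO wells given calcium and 100% = 1 mM EGTA wells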
SENP8 inh = human SENP8 protease inhibitors, primary screen, biochemical, fluorescence, Nedd8 protein substrate, uHTS. actives 0.64% (n = 360,000). Sentrin-specific protease 8 (Homo sapiens), Q96LD8. AID 602440, 2012. inhibition, % at 20 µM. recombinant SENP8; in the data active means inhibition mostly above about 40%, no sharp cut-off; inactive means mostly below about 27%
Target sequence (Q96LD8 whole entry, looked up): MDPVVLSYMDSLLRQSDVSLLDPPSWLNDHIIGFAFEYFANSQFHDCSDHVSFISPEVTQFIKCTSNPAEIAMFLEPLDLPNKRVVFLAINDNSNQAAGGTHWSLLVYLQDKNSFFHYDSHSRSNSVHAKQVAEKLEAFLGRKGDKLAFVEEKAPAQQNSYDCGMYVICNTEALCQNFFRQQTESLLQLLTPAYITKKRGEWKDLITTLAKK
GRIN3A LBD mod = binders of NR3A ligand-binding domain, primary screen, biophysical, differential scanning fluorimetry, uHTS | Glutamate receptor ionotropic, NMDA 3A (GRIN3A) ligand-binding domain | NR3A LBD differential scanning fluorimetry, Tm shift; 0% = protein alone, 100% = glycine-bound protein | Tm shift relative to glycine control, % at 25 µM | actives 2.5% (n = 340,000);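 active means melting temperature shift of at least 10% of the positive control shift, at one fixed dose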
hIAP act = human IAP activators, primary screen, biochemical, luminescence, uHTS. actives 0.16% (n = 330,000). Intestinal-type alkaline phosphatase (Homo sapiens), P09923. activation factor at 10 µM. AID 2524, 2010. purified human IAP, CDP-Star luminescence, 30 min; active compounds read high; 1 = vehicle-only enzyme, 0 = enzyme-free background;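 active means activation factor of the enzyme at least 2-fold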; further: the source names both 10 and 20 µM as test concentration; values of inactives mirror those of a sister screen read the other way
Target sequence (P09923 whole entry, looked up): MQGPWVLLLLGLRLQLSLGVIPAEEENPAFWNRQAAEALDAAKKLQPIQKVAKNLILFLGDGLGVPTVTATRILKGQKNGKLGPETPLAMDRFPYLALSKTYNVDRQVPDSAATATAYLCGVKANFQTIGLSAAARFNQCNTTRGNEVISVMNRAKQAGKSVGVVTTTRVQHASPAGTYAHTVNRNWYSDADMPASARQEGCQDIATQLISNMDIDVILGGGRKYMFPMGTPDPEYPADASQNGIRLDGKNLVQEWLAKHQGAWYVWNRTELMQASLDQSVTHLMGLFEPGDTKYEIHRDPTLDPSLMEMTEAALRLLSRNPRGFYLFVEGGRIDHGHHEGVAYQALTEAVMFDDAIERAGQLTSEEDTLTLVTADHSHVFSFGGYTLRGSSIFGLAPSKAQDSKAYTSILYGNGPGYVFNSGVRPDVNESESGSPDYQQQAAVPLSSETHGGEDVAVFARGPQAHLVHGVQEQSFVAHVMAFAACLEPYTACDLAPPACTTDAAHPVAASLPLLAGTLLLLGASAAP
SENP1 inh = human SENP1 catalytic domain inhibitors, primary screen, biochemical, FRET, uHTS; recombinant SENP1 catalytic domain, CyPet-SUMO1-YPet FRET cleavage; inhibition, % at 10 µM; actives 0.21% (n = 360,000);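 active means inhibition at least 30% at 10 µM, raw YFP signal under a set limit, fluorescence ratio 0.5 to 1.5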;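 further: 0% = enzyme with DMSO and 100% = no enzyme wells; some results filed as inactive read as strong as hits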
Target sequence (Q9P0U3 419-644 limits assumed): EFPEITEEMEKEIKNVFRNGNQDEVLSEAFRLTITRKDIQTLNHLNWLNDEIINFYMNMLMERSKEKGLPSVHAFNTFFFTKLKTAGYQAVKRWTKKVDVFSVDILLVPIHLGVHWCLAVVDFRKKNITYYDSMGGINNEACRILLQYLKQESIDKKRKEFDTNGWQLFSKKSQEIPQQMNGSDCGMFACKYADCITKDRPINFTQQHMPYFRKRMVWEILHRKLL
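System: Recombinant human SENP1 catalytic domain, His6-tagged | Incubation: Enzyme reaction for 50 min at room temperature, dark | Medium: Tris pH 8 with BME, BSA, NP40 and catalase | Also added: 25 nM SUMO1 FRET substrate | Compound: 10 µM single point, 0.5% DMSO | Measured by: FRET fluorescence in CFP and YFP emission channels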
SENP6 inh = SENP6 protease inhibitors, primary screen, biochemical, luminescence, uHTS; Recombinant SENP6 catalytic domain, aminoluciferin luminescence; actives 1.8% (n = 330,000); inhibition, % at 10 µM; Sentrin-specific protease 6 (Homo sapiens), Q9GZR1;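 active means inhibition above about 50% at the single tested dose, limit read from the data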;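 further: plate controls were DMSO wells with enzyme for no effect and DMSO wells lacking enzyme for full effect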
PfGluPho inh = PfG6PD enzyme inhibitors, primary screen, biochemical, fluorescence intensity, uHTS | PfGluPho enzyme, NADPH resazurin-diaphorase fluorescence | inhibition, % at 20 µM | actives 0.78% (n = 350,000);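 active means inhibition reaching at least a set limit at 20 µM in the primary screen, cut at about 59% in these data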;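 further: 0% = DMSO wells with substrate and 100% = DMSO wells lacking glucose-6-phosphate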
Numbers without * were called inactive; . = no result given; & = joins results of further samples.

SMILES	ATG4B inh	MPTP inh	SENP8 inh	GRIN3A LBD mod	hIAP act	SENP1 inh	SENP6 inh	PfGluPho inh
COC(=O)C1=C(C(=O)OC)[C@@H]2N(C)c3ccc(OC)cc3[C@@]23C[C@@H](C(=O)OC)N(C(=O)c2ccc(Br)cc2)C3=N1	7	-2.9	12	-1	1.1	0	8	18
C/C(=N/NS(=O)(=O)c1ccc(Cl)cc1)c1cccc(NC(=O)c2ccncc2)c1	-8	-0.9	5	-2	0.87	2	-14	-7
COCCCN(C(=O)CSCC(=O)Nc1cccc(C)c1)c1c(N)n(Cc2ccccc2)c(=O)[nH]c1=O	5	0.8	-5	-1	0.93	-1	9	0
N#Cc1ccc2c(=O)n(-c3ccccc3)sc2c1	.	10	19	.	.	0	.	123*
CSc1nnc(-c2cccn(Cc3cccc(Cl)c3)c2=O)o1	-6	0.7	-441	0	0.97	2	-6	3
OCCN(C=NC1=NN(c2cccc(C(F)(F)F)c2)CC1)CCO	6	-0.7	2	1	0.91	2	-13	14
Cc1nc2c(-c3ccccc3)c(C)nn2c(C)c1CCC(=O)O	2	-0.9	-36	0	1.1	0	-6	12
COC(=O)N/N=C/c1c[nH]c2ccccc12	-5	0.9	20	-14	0.94	0	-2	2
O=C(c1cc(C2CC2)nn1-c1ccccc1)N1CCN(S(=O)(=O)c2ccc(F)cc2)CC1	.	-1.2	9	.	.	2	.	5
CCOc1ccc(OCC(=O)N(C)c2c(N)n(Cc3ccccc3)c(=O)[nH]c2=O)cc1	5	-0.4	-14	1	1	-1	-11	-9
CCC(C)C(NC(=O)c1ccccc1NC(=O)c1ccco1)C(=O)NC1CCCCC1 (configuration not stated)	-2	-4.6	-24	0	1.1	2	-15	-8
COCCCNC(=O)CN(Cc1ccccc1)S(=O)(=O)c1ccccc1	-4	-0.1	26	2	0.9	3	2	-3
CC(NC(=O)C1C(=O)N(CCO)C2(C)CC1c1ccccc1O2)c1ccccc1 (configuration not stated)	-18	2.6	10	-1	0.88	-1	5	1
Cc1nn(CCC(=O)NNC(=S)Nc2cccc(Cl)c2)c(C)c1[N+](=O)[O-]	13	16	9	-2	1.7	2	4	16
Cc1nc(N2CCCCCC2)c2ccccc2n1	0	3.8	-34	1	1.1	-25	0	-14
COc1cc(C(=O)NNC(=O)COc2ccccc2Cl)ccc1OCC(=O)N1CCOCC1	-10	-1.0	17	0	1	1	-8	-3
CCN1/C(=C\c2ccc3cc(C)ccc3[n+]2CC)Sc2cc(C)c(C)cc21	8	85*	30	-3	.	49	.	37
CC1=C(C(=O)Nc2ccccc2)C2(CCCCC2)C(C(N)=O)C(=S)N1 (configuration not stated)	5	0.2	17	-2	1	1	-10	-4
CCOC(=O)C1=C(C)N=C2SC(C(=O)OC)=CC(=O)N2C1c1cc(OC)c(OC)c(OC)c1 (configuration not stated)	-8	-6.4	28	2	1.2	-3	7	29
Cn1c(SCC(=O)NC2CCS(=O)(=O)C2)nnc1-c1ccco1 (configuration not stated)	5	-0.5	5	-1	1.2	2	6	-8
CC1CCCC(C)N1C(=O)COC(=O)CNS(=O)(=O)c1ccc2ccccc2c1 (configuration not stated)	.	0.8	12	.	.	3	.	-4
COc1cc(N)c(Cl)cc1C(=O)OCC(=O)N1CCCCCC1	-12	-1.2	5	0	1	2	6	6
CCN(CC)C(=O)Cc1c(O)c2ccccc2[nH]c1=O	2	-0.7	-24	0	1	-1	0	13
COc1ccc(NS(=O)(=O)c2cc(NC(=O)/C=C/c3ccccc3OC)ccc2N2CCCCC2)cc1	-5	-0.9	-12	3	0.93	0	-5	-8
COc1ccc(-n2cnnc2SCc2csc(-c3ccccc3)n2)cc1	-5	3.0	12	-4	0.87	0	-10	-1

The listing continues.
SMILES	ATG4B inh	MPTP inh	SENP8 inh	GRIN3A LBD mod	hIAP act	SENP1 inh	SENP6 inh	PfGluPho inh
C#CCNC(=O)C1=C[C@H](C)C[C@H](OCc2ccc(CO)cc2)O1	-3	-0.4	4	2	1.1	0	-11	0
O=C(Nc1ccccc1C(=O)O)c1ccc2ccccc2n1	0	-2.5	-20	1	1.1	-2	54*	74*
COc1ccc(CCNc2nc(-c3cccc(NC(C)=O)c3)cs2)cc1OC	2	0.5	1	-13	1.1	0	-13	40
CCOC(=O)c1ccc(COC(=O)CNS(=O)(=O)c2ccccc2)cc1	-1	-2.6	15	-1	1	1	-12	4
COc1ccc(OC)c(NC(=O)CN2C(=O)NC3(CCOc4ccccc43)C2=O)c1 (configuration not stated)	-16	-1.7	17	0	0.95	1	-19	4
Cc1ccccc1CSc1nnc(-c2cnccn2)n1C	0	0.6	-20	-4	0.97	1	-18	1
COc1ccc(C(=O)Nc2ccccc2N2CCN(C(=O)c3ccccc3)CC2)cc1Br	-7	-1.0	-1	2	0.99	1	-5	13
COc1ccc2c(c1)c(C(C)=O)c(C)n2-c1ccc(C(C)=O)cc1	-5	1.0	-6	2	0.97	0	20	14
O=C(N/N=C/C=C\c1ccco1)c1cccs1	3	-0.6	-61	-1	0.87	-2	7	36
COc1ccc(CNC(=O)c2c(N)n(CCCN3CCOCC3)c3nc4ccccc4nc23)cc1	-29	-3.3	-301	-3	0.96	-24	68*	27
COC(=O)CNc1c(-c2ccccn2)nc2ccc(Br)cn12	-11	0.1	-1	-2	1.1	-18	13	39
CC(=O)C1=C(O)C(=O)N(Cc2cccnc2)C1c1ccc(Cl)cc1 (configuration not stated)	-3	-0.1	-3	-16	1.2	1	-3	-19
O=C1N=c2ccccc2=C1c1sc(=S)n(Cc2ccccc2Cl)c1O	-9	17	24	19*	1.3	3	-8	5
Cc1ccc(C)c(S(=O)(=O)N2CC(=O)N(CCc3ccccc3)C(=O)C2)c1	17	-0.7	28	-3	1.1	4	-5	4
O=C(NC(=S)Nc1cccc2[nH]ncc12)c1ccccc1	-1	-5.1	17	0	1.1	-5	10	8
OC1CCC(Nc2ncnc3sccc23)CC1 (configuration not stated)	0	-3.0	-9	3	1.1	-33	-11	-14
COC(C(=O)Nc1ccc(S(=O)(=O)Nc2cccc3ccccc23)cc1)c1ccccc1 (configuration not stated)	-9	3.7	8	3	1.2	1	-2	-1
CCC(O)c1c(-c2ccccc2)nn(C)c1Cl (configuration not stated)	1	-2.5	7	-3	0.87	-1	8	-19
CCC(C(=O)NC1CCCCC1)N(Cc1cccs1)C(=O)CCC(=O)Nc1cc(C)on1 (configuration not stated)	-5	-0.3	9	3	0.98	1	-27	7
Nc1ccc(Oc2ccc([N+](=O)[O-])cc2[N+](=O)[O-])cc1	-14	0.3	25	1	1.1	4	-20	13
COc1ccccc1CNC(=O)C(=O)NCC1CCCO1 (configuration not stated)	-6	0.0	8	-3	1	3	-2	-23
Cc1ccccc1CN1[C@@H]2c3ccccc3C[C@@H]2OCCS1(=O)=O	0	0.1	7	1	1.1	0	-6	-11
CCCc1nnc(NC(=O)CCC(=O)N2CCN(C3CCCC3)CC2)s1	-2	-0.2	16	1	1	2	16	6
O=C(NCc1nc2ccccc2[nH]1)c1ccc(Cl)c(S(=O)(=O)N2CCCC2)c1	-13	-1.0	-58	0	1	-2	-4	0
CC(C)NC(=O)COc1coc(CN2CCN(c3ccccc3F)CC2)cc1=O	-1	-1.9	9	-5	1.1	4	-28	5

More results.
SMILES	ATG4B inh	MPTP inh	SENP8 inh	GRIN3A LBD mod	hIAP act	SENP1 inh	SENP6 inh	PfGluPho inh
COCCn1c(=S)[nH]c2cc(C(=O)N3CCC(C(N)=O)(N4CCCCC4)CC3)ccc2c1=O	-4	0.3	11	1	0.81	-2	-3	-4
CCCSC(=O)N(CC)CC(=O)Nc1c(CC)cccc1CC	0	-1.0	5	4	1.1	-1	13	-6
CC(=O)N/C(=N/c1nc(C)cc(C)n1)Nc1ccc(C)cc1Cl	3	0.1	14	-2	1	3	13	-11
CC1(C)OC(C)(C)/C(=C\c2ccc(OCC(N)=O)cc2)C1=O	-2	-3.0	9	2	0.9	0	4	12
CCc1ncc(CO)n1Cc1cccc2ccccc12	.	-0.3	4	.	.	5	.	-15
O=C(NC1CCCCC1)NC1(C(=O)NCCCN2CCOCC2)CCCCC1	-4	-0.8	20	4	0.93	0	-13	-24
O=C(O)c1ccc(N(Cc2ccccc2)S(=O)(=O)c2ccccc2)cc1	8&2	0.6	8	2&-1	1&1.1	0	-37&-6	10&20
COc1ccc(C(=O)Nc2cc(OCc3ccccc3)c(Cl)cc2Cl)cc1	5	7.2	2	-7	1	0	-6	0
CCOc1ccc(NC(=O)CCCN2C(=S)NC(C)(C)CC2C)cc1 (configuration not stated)	-3	-0.9	17	12*	1.1	2	-7	-8
COC(=O)c1c(NC(=O)CC2SC(N)=NC2=O)sc2c1CCC(C)C2 (configuration not stated)	-12	0.9	-34	-7	1.5	0	12	10

Reformatted: results already given
Values run as follows: ATG4B inh, MPTP inh, SENP8 inh, GRIN3A LBD mod, hIAP act, SENP1 inh, SENP6 inh, PfGluPho inh
- Cc1ccccc1CN1[C@@H]2c3ccccc3C[C@@H]2OCCS1(=O)=O
  0, 0.1, 7, 1, 1.1, 0, -6, -11
- CCCc1nnc(NC(=O)CCC(=O)N2CCN(C3CCCC3)CC2)s1
  -2, -0.2, 16, 1, 1, 2, 16, 6
- O=C(NCc1nc2ccccc2[nH]1)c1ccc(Cl)c(S(=O)(=O)N2CCCC2)c1
  -13, -1.0, -58, 0, 1, -2, -4, 0
- CC(C)NC(=O)COc1coc(CN2CCN(c3ccccc3F)CC2)cc1=O
  -1, -1.9, 9, -5, 1.1, 4, -28, 5
- COCCn1c(=S)[nH]c2cc(C(=O)N3CCC(C(N)=O)(N4CCCCC4)CC3)ccc2c1=O
  -4, 0.3, 11, 1, 0.81, -2, -3, -4
- CCCSC(=O)N(CC)CC(=O)Nc1c(CC)cccc1CC
  0, -1.0, 5, 4, 1.1, -1, 13, -6
- CC(=O)N/C(=N/c1nc(C)cc(C)n1)Nc1ccc(C)cc1Cl
  3, 0.1, 14, -2, 1, 3, 13, -11
- CC1(C)OC(C)(C)/C(=C\c2ccc(OCC(N)=O)cc2)C1=O
  -2, -3.0, 9, 2, 0.9, 0, 4, 12
- CCc1ncc(CO)n1Cc1cccc2ccccc12
  ., -0.3, 4, ., ., 5, ., -15
- O=C(NC1CCCCC1)NC1(C(=O)NCCCN2CCOCC2)CCCCC1
  -4, -0.8, 20, 4, 0.93, 0, -13, -24
- O=C(O)c1ccc(N(Cc2ccccc2)S(=O)(=O)c2ccccc2)cc1
  8&2, 0.6, 8, 2&-1, 1&1.1, 0, -37&-6, 10&20
- COc1ccc(C(=O)Nc2cc(OCc3ccccc3)c(Cl)cc2Cl)cc1
  5, 7.2, 2, -7, 1, 0, -6, 0
- CCOc1ccc(NC(=O)CCCN2C(=S)NC(C)(C)CC2C)cc1 (configuration not stated)
  -3, -0.9, 17, 12*, 1.1, 2, -7, -8
- COC(=O)c1c(NC(=O)CC2SC(N)=NC2=O)sc2c1CCC(C)C2 (configuration not stated)
  -12, 0.9, -34, -7, 1.5, 0, 12, 10
